Source: PubChem (The Scripps Research Institute Molecular Screening Center)
ADAM10 inh – human ADAM10 inhibitors, primary screen, biochemical, QFRET, HTS. Disintegrin and metalloproteinase domain-containing protein 10 (Homo sapiens), O14672. recombinant ADAM10, EDANS/DABCYL FRET peptide cleavage, 3 h. inhibition, % at 7 µM. actives 0.62% (n = 370,000). AID 720582, 2013;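 active = inhibition above a per-campaign cutoff equal to the mean of compounds falling between control-based bounds plus 3 SD, cut at about 20% in these data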;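 note: 0% = DMSO wells while the 100% control is not disclosed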
ssDAF12 agonist – S. stercoralis DAF-12 nuclear receptor activators, primary screen, cell-based, luminescence, HEK293, GRIP1 co-expression, lit1-tk-luc; Nuclear hormone receptor DAF-12 (Strongyloides stercoralis); HEK293 ssDAF-12/GRIP1 lit1-tk-luc reporter; % of 3 µM dafachronic acid response; activation, % at 6.8 µM; actives 1% (n = 370,000); AID 652126, 2013;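 active = activation above the mean over all tested compounds plus 3 SD, cut at about 0.9% in these data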;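 note: 0% = DMSO-only wells and 100% = 3 µM delta7-dafachronic acid wells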
DAX1 inh-1 – DAX1 (NR0B1) inhibitors, primary screen, cell-based, HEK293, Gal4-DAX1, luciferase luminescence | actives 0.99% (n = 340,000) | HEK293 Gal4-DAX1 luciferase reporter | Nuclear receptor subfamily 0 group B member 1 (Homo sapiens), P51843 | inhibition, % at 6.75 µM | AID 504766, 2011;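 active = inhibition above the mean over all tested compounds plus 3 SD, cut at about 4.2% in these data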;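 note: 0% = DAX1-transfected cells with DMSO and 100% = empty-vector control cells with DMSO; inhibition shows as a rise in luminescence from relieved DAX1 repression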
Target sequence (P51843 207-470 limits assumed): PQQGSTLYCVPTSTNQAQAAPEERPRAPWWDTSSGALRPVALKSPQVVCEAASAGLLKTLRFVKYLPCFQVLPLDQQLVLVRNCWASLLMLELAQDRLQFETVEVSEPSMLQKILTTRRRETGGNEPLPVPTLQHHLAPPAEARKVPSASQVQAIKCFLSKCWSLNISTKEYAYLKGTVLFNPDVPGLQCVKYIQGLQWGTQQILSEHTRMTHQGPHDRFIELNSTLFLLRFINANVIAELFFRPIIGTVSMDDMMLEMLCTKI
PLC-beta3 inh – human PLC-beta3 inhibitors, primary screen, biochemical, fluorescence; 1-phosphatidylinositol 4,5-bisphosphate phosphodiesterase beta-3 (Homo sapiens), Q01970; Purified PLC-beta3, fluorogenic substrate; inhibition, % at 12.2 µM; actives 0.18% (n = 370,000); in the data active = inhibition above about 11%;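 note: 0% = median of compound wells on plate and 100% = full blocker control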
ADAM17 inh – ADAM17 inhibitors, primary screen, biochemical, QFRET. actives 0.83% (n = 370,000). Disintegrin and metalloproteinase domain-containing protein 17 (Homo sapiens), P78536. recombinant ADAM17, EDANS/DABCYL FRET peptide cleavage. inhibition, % at 6.95 µM. AID 720648, 2013;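 active = inhibition above the mean of compounds lying between control limits plus 3 SD, set per campaign, cut at about 8.5% in these data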;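 note: 0% = DMSO-only wells as the low control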
Target sequence (P78536 215-824 limits assumed): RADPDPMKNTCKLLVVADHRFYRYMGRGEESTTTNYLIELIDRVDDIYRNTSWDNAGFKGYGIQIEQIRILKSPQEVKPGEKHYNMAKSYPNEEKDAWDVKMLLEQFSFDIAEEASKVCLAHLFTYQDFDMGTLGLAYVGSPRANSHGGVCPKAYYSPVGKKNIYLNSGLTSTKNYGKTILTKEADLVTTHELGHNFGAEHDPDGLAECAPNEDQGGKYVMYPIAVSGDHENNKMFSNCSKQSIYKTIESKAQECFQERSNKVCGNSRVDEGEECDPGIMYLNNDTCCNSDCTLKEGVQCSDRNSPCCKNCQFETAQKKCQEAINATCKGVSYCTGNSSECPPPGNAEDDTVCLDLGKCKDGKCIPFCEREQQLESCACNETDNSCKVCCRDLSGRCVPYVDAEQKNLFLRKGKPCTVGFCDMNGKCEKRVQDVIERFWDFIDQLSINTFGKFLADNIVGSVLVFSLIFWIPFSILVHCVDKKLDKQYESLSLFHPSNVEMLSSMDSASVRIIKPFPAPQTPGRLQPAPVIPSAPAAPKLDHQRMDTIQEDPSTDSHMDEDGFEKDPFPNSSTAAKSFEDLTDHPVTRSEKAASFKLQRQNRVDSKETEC
HGIII-sPLA2 inh – human group III sPLA2 inhibitors, primary screen, biochemical, QFRET, BODIPY PC-A2 liposome substrate | QFRET BODIPY PC-A2 liposome hydrolysis, fluorescence | actives 0.56% (n = 370,000) | inhibition, % at 12.2 µM;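 active = inhibition above mean plus 3 SD of compounds lying within the high and low control bounds, cut at about 19% in these data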;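 note: 0% = median of test compound wells and 100% = no enzyme DMSO wells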
DAX1 inh-2 – DAX1 (NR0B1) inhibitors on StAR promoter, primary screen, cell-based, luminescence, SF-1 (NR5A1), full-length DAX-1. HEK293T StAR-luciferase reporter, SF-1/DAX-1 repression relief. inhibition, % at 6.8 µM. actives 1.1% (n = 370,000). AID 652010, 2013;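 active = inhibition above the mean over all tested compounds plus 3 SD, cut at about 3.6% in these data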;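 note: 0% = DAX-1 cells with DMSO and 100% = cells lacking DAX-1 with DMSO; higher inhibition means more luminescence from relief of DAX-1 repression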
hgDAF12 agonist – H. glycines DAF-12 receptor agonists, primary screen, cell-based, luminescence, HEK293, GAL4 fusion, UAS-luciferase | Nuclear hormone receptor DAF-12 (Heterodera glycines), GAL4 fusion | HEK293 GAL4-hgDAF12 UAS-luciferase reporter, agonist luminescence; normalized to butyrate control | activation, % at 6.8 µM | actives 1.8% (n = 370,000) | AID 687014, 2013;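 active = activation above a cutoff set at the mean of all screened compounds plus 3 SD, cut at about 10% in these data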;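 note: 0% = DMSO wells and 100% = sodium butyrate wells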
hcDAF-12 act – H. contortus DAF-12 nuclear receptor activators, primary screen, cell-based, luminescence, HEK293, lit1-tk-luc reporter. HEK293 hcDAF-12 lit1-tk-luc reporter; 0% DMSO, 100% Δ7-dafachronic acid. activation, % at 6.8 µM. actives 1.4% (n = 370,000);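 active = activation above the mean of all tested compounds plus 3 SD, cut at about 5.5% in these data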;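 note: 100% = response to 3 µM Δ7-dafachronic acid high control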
FXN GAA850 act – FXN promoter activators, primary screen, cell-based, luciferase luminescence, HEK293 lucGAA850. HEK293 lucGAA850 FXN promoter luciferase reporter, 24 h; percent of 10 µM SAHA response. activation, % at 6 µM. actives 0.56% (n = 360,000);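 active = activation above the average of all compounds screened plus 3 SD, cutoff fixed separately per campaign, cut at about 7.5% in these data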;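 note: 0% = DMSO wells and 100% = 10 µM SAHA wells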
PLC-gamma1 inh – PLC-gamma1 enzyme inhibitors, primary screen, biochemical, fluorescence, purified enzyme | 1-phosphatidylinositol 4,5-bisphosphate phosphodiesterase gamma-1 (Homo sapiens), P19174 | fluorogenic substrate | inhibition, % at 12.2 µM | actives 0.84% (n = 370,000) | AID 720700, 2013; in the data active = inhibition above about 9.5%
* = called active by the depositor; i = inactive; . = no result given; & = joins results of further samples; ! = not active in a repeat.

SMILES	ADAM10 inh	ssDAF12 agonist	DAX1 inh-1	PLC-beta3 inh	ADAM17 inh	HGIII-sPLA2 inh	DAX1 inh-2	hgDAF12 agonist	hcDAF-12 act	FXN GAA850 act	PLC-gamma1 inh
CC(C)c1nc2sc3c(SCC(=O)NCc4ccco4)ncnc3c2c2c1CCC2	-1	-1.2	0.1	0	-5	9	-0.2	-1.2	-0.2	4.5	0
O=C(/C=C/c1ccccc1)Nc1nc(-c2ccncc2)cs1	-19	-2.9	-1.6	-38	-11	3	-4.9	-4.4	-4.8	3.8	-28
CSc1ccc(S(=O)(=O)N2CC(=O)Nc3ccccc32)cc1	-8	-0.3	1.5	-9	0	-2	-0.1	-2.3	0.2	0.3	-3
CCOC(=O)Cn1cc(C(=O)C2CC2)c2ccccc21	0	-1.8	1.6	2	1	-1	-0.5	0.2	-1.4	-0.1	0
COP(=O)(OC)C(Cc1ccccc1)NC(=O)CNC(=O)OCc1ccccc1 (centres undefined)	1	-0.5	.	1	-3	-1	-0.3	-0.4	-2.2	.	-1
CC1CN(C(=O)CN2C(=O)c3ccccc3C2=O)CC(C)O1 (centres undefined)	10	-0.9	0.6	4	-3	5	0.3	2.2	-0.4	1.6	3
COc1ccc(-c2nnn(CC(=O)NCCc3ccc(OC)c(OC)c3)n2)cc1	11	-1.7	-2.1	-3	0	-4	-2.5	-2.2	-1.1	-1.6	3
CN(C)NC1=CC(=[N+]2CCCC2)CC(C)(C)C1	-1	-1.6	-1.0	-10	-6	7	0.3	0.9	-0.3	1.4	-1
COC(=O)c1cc(NS(=O)(=O)c2ccc(N3CCOCC3)c(NC(C)=O)c2)cc(C(=O)OC)c1	3	-1.9	-0.3	-4	-1	-4	0.1	0.1	-0.2	0.2	-4
COc1cc2c(cc1OC)/C(=C/C(=O)c1ccccc1)NCC2	-286	-1.0	-1.7	i	-120	5	0.2	-2.4	0.5	8.5*	-429
Cc1cc(C)cc(-n2c3ccc(NC(=S)NC4CCCCC4)cc3c(=O)n2C)c1	-202	-1.3	.	-486	-67	-3	-0.9	-3.4	-1.6	-0.2	-354
COc1cc(CN(C(C)=O)c2ccccc2C(=O)O)ccc1[N+](=O)[O-]	-12	-1.2	1.9	2	-2	9	-2.9	3.6	0.0	-0.9	5
CCN(CC)C(=O)CN1C(=O)/C(=C/c2ccccc2)SC1=S	8	-0.7	2.0	-5	-2	-6	0.9	-0.7	1.3	0.1	3
CCN(CC(=O)Nc1ccccc1C(F)(F)F)C(=O)c1ccc(-n2nc(C)c(CCC(=O)OC)c2C)cc1	-7	-0.9	-0.8	-7	-6	2	-1.9	-5.4	-1.0	0.3	-3
Cn1cc([C@@H]2C[C@H]3CN(Cc4cccc(Cl)c4)C(=O)[C@]34CCCN24)c(-c2ccccc2)n1	1	-1.0	-0.6	4	0	-6	-0.2	-3.2	-1.4	-0.6	0
COc1ccc(N2C(=O)CC(Sc3nccc(C)n3)C2=O)cc1 (centres undefined)	-4	-0.7	0.1	5	-3	2	-0.7	-0.3	1.1	0.0	2
CC(=NNC(=O)c1ccncc1)c1ccc(O)cc1O	-9	-0.2	-0.9	-22	-4	-1	-1.8	-0.6	-1.4	-6.1	-14
O=C(N/C(=C/c1cccc([N+](=O)[O-])c1)C(=O)N1CCOCC1)c1ccc(Br)cc1	3	-1.0	-0.1	-5	6	5	2.2	-0.5	-0.5	2.0	2
COc1ccc2c(c1)c(=O)c(C(=O)c1ccccc1)cn2Cc1ccccc1	-4	-0.9	-0.5	-5	-2	13	-0.2	4.1	-2.1	-2.0	-4
C=CCNC(=S)NNc1nc(Nc2ccccc2)nc(N2CCCCC2)n1	9	-1.8	-1.6	-2	3	8	-0.5	-1.1	-0.8	-0.7	-1
Nc1c(S(=O)(=O)c2ccccc2)c2nc3ccccc3nc2n1/N=C/c1ccco1	-267	-1.3	1.1	-98	-76	-7	-1.6	-0.3	-1.4	-0.3	-74
Cc1ccc(Cn2cc(CN3[C@@H](C)COc4cc(Br)ccc4S3(=O)=O)nn2)cc1	-4	-1.0	.	-2	-2	6	-0.5	-0.5	-3.6	.	0
CC(C)CNC(=O)[C@H]1N2C(=O)c3ccccc3C2SC1(C)C (some centres undefined)	2	-1.1	-0.9	-2	-5	8	-0.1	1.2	-0.3	0.7	2
Cc1ccc(NS(=O)(=O)c2ccccc2)c([N+](=O)[O-])c1	-6	-1.3	-1.4	-2	-4	-4	1.6	-0.9	0.5	0.5	0
COc1cccc(CNc2nc3nc(C)c(Cl)c(C)n3n2)c1	-318	-0.9	0.4	-115	-77	4	2.9	9.3	-0.6	2.7	-78
COc1cc(CCC(=O)OCC(=O)c2ccc[nH]2)cc(OC)c1OC	-8	-1.2	1.8	-6	-4	3	-0.4	-0.4	-0.7	1.5	-5
CC(C1CC2CCC1C2)n1c(-c2ccco2)n[nH]c1=S (centres undefined)	-2	-0.9	0.3	-1	2	14	-0.2	-3.2	-0.7	2.2	-5
Cc1ccc2nsnc2c1NC(=S)NC(=O)c1ccco1	-2	0.6	0.5	-19	0	-9	-0.2	0.8	2.1	4.8	-17
COC(=O)C(Cc1ccccc1)P(=O)(c1ccccc1)c1ccccc1 (centres undefined)	5	-0.6	-0.7	2	-1	4	0.3	0.0	-1.7	3.1	0
CC(=O)Nc1ccc(S(=O)(=O)N(c2cccnc2)S(=O)(=O)c2ccc(NC(C)=O)cc2)cc1	2	-0.8	0.0	2	-3	-7	1.2	-0.9	-0.4	-5.4	-2
CCN1C(=O)c2cccc3c(S(=O)(=O)NCc4ccccn4)ccc1c23	i	-1.2	1.2	i	-223	-2	-0.3	0.2	-1.3	-2.2	i
COc1ccc(Cl)cc1C=CC=Nc1ccccc1O	-90	0.1	0.2	-49	-18	14	-3.6	-3.3	2.2	-0.3	-26
Cc1ccc(NC(=O)COC(=O)c2csc3c2CCC(C)C3)cc1S(=O)(=O)N1CCCCC1 (centres undefined)	12	-1.6	-2.3	0	6	-32	-0.3	-2.3	-3.2	-0.7	-3
CN(Cc1nc(-c2cnccn2)no1)Cc1cccc2ccccc12	9	-1.2	2.1	-6	-3	-1	-0.2	2.7	-0.3	1.9	5
CC(C)C(=O)N1CCN(CCN=CC2=C(O)CC(c3ccco3)CC2=O)CC1 (centres undefined)	6&0	-1.5&-0.6	5.4*!	-15&-7	3&-4	-7&9	0.3&-0.1	-1.1&4.5	0.1&-2.0	-3.0&2.5	1&-2
COc1ccccc1C(=O)Nc1ccc(S(=O)(=O)N(C)c2ccccc2)cc1	8	-1.6	0.4	-7	1	-4	0.7	-3.3	-1.8	2.0	0
CCc1ccc(C(=O)CN2C(=O)NC3(CCc4ccccc43)C2=O)cc1 (centres undefined)	4	-0.8	1.1	-4	-5	3	-1.6	-0.1	-0.3	-0.1	4
C=CCn1c(SCC(=O)Nc2nnc(C)s2)nnc1C1CC1	9	-0.7	-0.1	-2	0	1	-0.4	-1.1	0.1	0.8	0
Cc1cc(=O)[nH]c(SCC(=O)Nc2ccc(S(=O)(=O)N3CCOCC3)cc2)n1	-1	-1.2	-0.2	6	5	-1	-0.3	-0.5	-1.2	-2.5	8
O=C(O)c1cccc(N2CCCC2=O)c1	1	-1.6	-0.1	-1	-2	-1	0.1	-1.2	-2.1	-0.2	2
COc1cc(S(=O)(=O)NCc2ccncc2)c(OC)cc1C	-5	-1.6	-1.8	-3	-3	-2	-0.6	-3.9	-2.6	-0.2	-4
Cc1cc(SC2CCOC2=O)nc2ccccc12 (centres undefined)	0	-1.3	3.0	0	1	-7	-0.9	-1.0	-0.7	0.9	-11
O=C(NCc1cccnc1)c1cnc2n(c1=O)CCS2	-2	-0.8	1.9	3	-2	6	0.6	0.0	0.5	1.6	1
Cc1cc(=O)[nH]c(SCC(=O)C23CC4CC(CC(C4)C2)C3)c1C#N	6	-1.3	1.9	1	1	-4	-0.9	1.2	0.1	-2.0	2
CCNC(=S)N1CCC(c2nc3cc(C)c(C)cc3[nH]2)CC1	3	-1.8	0.3	0	1	5	-0.7	0.0	-1.0	1.7	0
Cc1ccc(-n2c(C)c(C)c3c(NCCO)ncnc32)cc1	-7	-0.3	2.6	3	-5	4	1.3	9.5	-0.1	7.9*	-3
CCCN=C(Nc1ccc(Cl)cc1)c1cccnc1	-2	-0.5	-0.2	3	-4	7	0.4	0.1	0.1	1.1	8
CCOC(=O)c1c(C)[nH]c(C(=O)CSc2ccccc2)c1C	-11	0.8	-0.3	4	-1	-1	3.5	18*	5.6*	1.1	1
CCOc1ccc(NC(=O)c2cccc(OC(=S)N3CCC(C)CC3)c2)cc1	19	-0.7	-0.2	2	7	-22	0.1	-2.0	-2.3	2.5	2
Cn1cnnc1SCC(=O)Nc1sc2c(c1C#N)CCCCC2	-7	0.0	-0.2	-9	0	2	0.6	-0.1	2.6	5.2	-7
Oc1ccc(-c2onc(C(F)(F)F)c2-c2cscn2)c(O)c1	7	-1.0	-0.4	-1	2	-28	-0.5	-0.2	-1.3	0.0	2
Cc1ccc(-n2c(=O)c(C#N)cc3c(=O)n4ccccc4nc32)cc1	i	-1.0	0.4	-100	-232	-1	-0.2	5.7	-0.6	2.2	-88
Cc1ccc(/C=C(\C#N)C(=O)NCc2ccco2)o1	-5	-2.2	0.4	-4	-3	7	1.4	2.2	0.6	1.3	2
COc1ccc(S(=O)(=O)N2CCOC2CNC(=O)C(=O)NCc2ccc3c(c2)OCO3)cc1C (centres undefined)	3	-0.5	0.3	2	4	-2	-0.2	-1.2	-1.0	-0.4	-1
O=C(CC(c1ccccc1)c1ccccc1)NCC(O)c1ccc([N+](=O)[O-])cc1 (centres undefined)	-4	-1.3	0.2	-9	-1	-7	-0.3	-1.2	-1.3	3.4	1
